Growth percent in the NCI-60 one-dose screen (48 h, 10 µM unless noted): 100 = growth as untreated, 0 = no growth, -100 = all killed.
RPMI-8226: RPMI-8226 leukemia cells; 7.5% of 77,000 active; AID 1794781
MDA-MB-435: MDA-MB-435 melanoma; 7.8% of 82,000 active; AID 1794794
K-562: K-562 leukemia | 7.4% of 78,000 active | AID 1794777
MDA-MB-468: MDA-MB-468 breast cancer | 8.5% of 78,000 active
HOP-62: HOP-62 NSCLC. 3.9% of 80,000 active
MOLT-4: MOLT-4 leukemia cells | 6.9% of 80,000 active
CCRF-CEM: CCRF-CEM leukemia; 7% of 77,000 active
SR: SR leukemia cells. AID 1794780. 8.7% of 73,000 active
The depositor's hits bear a star; . = not tested or not shown; & = joins results of further samples. The calls were made as follows: active = growth percent below 10; inactive = the rest.

SMILES	RPMI-8226	MDA-MB-435	K-562	MDA-MB-468	HOP-62	MOLT-4	CCRF-CEM	SR
COC1=NC2=NCCN2C(OC)=N1	110	94	120	100	102	111	110	118
Cc1nc2c(=O)[nH]c(=O)[nH]c2c(=O)[nH]1	101	101	104	104	97	105	98	97
COc1ccc(NC(=O)/C=C/c2ccc(NC(=O)N3CCCC3)cc2)cn1	100	103	99	116	104	101	97	106
CC(=O)Nc1cc(=O)c2cccnc2[nH]1	113	115	94	115	108	97	107	94
C#CCSc1ncnc2nc[nH]c12	118	106	99	107	105	95	122	100
CC1=C(NCCN2CCCC2)C(=O)c2c(OCc3ccc(F)c(Cl)c3)cccc2C1=O	50	40	17	67	69	44	41	-14*
CCC(C(C)=O)(c1ccccc1)c1ccccc1	107	106	104	96	100	100	113	104
CC(C)(C)OC(=O)N1C/C(=C\c2cccs2)C(=O)/C(=C/c2cccs2)C1	55	100	76	88	89	69	52	55
O=C(CN1CCN(c2cc3c(cc2F)c(=O)c(C(=O)O)cn3C2CC2)CC1)Nc1nc(-c2ccccc2)cs1	66	87	64	37	81	89	79	91
Cc1ccc(-c2csc3nc(-n4nc(C)cc4C)cn23)cc1	90	95	109	112	104	98	96	81
CCC(C(O)c1ccc(Cl)cc1)[N+](=O)[O-] (centres undefined)	.	103	111	114	99	100	97	109
CN(CCO)c1ccccc1	112	110	96	105	.	95	109	104
C=C(C)C1CC[C@]2(C(=O)NCCCCN)CC[C@]3(C)C(=CC[C@@H]4[C@@]5(C)C[C@@H](CC#CC#CC[C@@H]6C[C@]7(C)[C@H]8CC=C9[C@H]%10C(C(=C)C)CC[C@]%10(C(=O)NCCCCN)CC[C@@]9(C)[C@]8(C)CC[C@H]7C(C)(C)[C@H]6OC(C)=O)[C@H](OC(C)=O)C(C)(C)[C@@H]5CC[C@]43C)[C@@H]12 (some centres undefined)	101	104	98	90	108	90	91	112
COc1ccc([C@@H]2c3[nH]c4ccccc4c3C[C@H]3C(=O)N(C4CCN(Cc5c(Cl)cccc5Cl)CC4)CC(=O)N23)c(OC)c1	96	100	79	91	87	75	.	71
CCCCCc1cc(O)cc2c1Oc1cc(O)cc(C(=O)CCCC)c1C(=O)O2	42	80	38	80	100	63	62	85

Profiles from above. Order of screens: RPMI-8226	MDA-MB-435	K-562	MDA-MB-468	HOP-62	MOLT-4	CCRF-CEM	SR
C#CCSc1ncnc2nc[nH]c12 reads 118	106	99	107	105	95	122	100
CC(C)(C)OC(=O)N1C/C(=C\c2cccs2)C(=O)/C(=C/c2cccs2)C1 reads 55	100	76	88	89	69	52	55
COC1=NC2=NCCN2C(OC)=N1 reads 110	94	120	100	102	111	110	118

Other entries.
SMILES	RPMI-8226	MDA-MB-435	K-562	MDA-MB-468	HOP-62	MOLT-4	CCRF-CEM	SR
O=C1Nc2nc3ccccn3c2C(=O)[C@H](CCCCNC(=O)OCc2ccccc2)N1	97	102	91	95	88	84	97	92
COc1c(NC(C)=O)c2c(c([N+](=O)[O-])c1OC)C(=O)OC2	93	115	111	105	104	75	80	98
COc1ccc(NC(=O)c2ccc3c(c2)NC(=O)[C@@H]2CCCN32)cc1	95	83	91	103	102	98	101	104
N#Cc1nc2c(S(=O)(=O)c3ccc(Cl)cc3)c(N)n(Nc3cccc(Cl)c3)c2nc1C#N	3.4*	53	26	.	40	49	.	-6.8*
COC(=O)Cc1nc(C#N)c(N(C)C)o1	102	103	91	98	97	98	93	95
CCN(CC)CCCNC(c1ccccc1)C(O)c1ccccc1 (centres undefined)	99	107	106	106	112	109	102	102
O=[N+]([O-])CC(O)c1ccccc1 (centres undefined)	90	91	99	99	100	99	104	88
CC(=O)c1c(C)[nH]c(-c2nc3ccc(N4CCN(C)CC4)cc3[nH]2)c1-c1ccc2c(c1)OCCO2	7.8*	35	31	13	34	58	50	46
COc1cc2nn(-c3ccccc3N)nc2cc1OC	100	97	99	.	103	99	101	111
Brc1ccc(C2=Nn3c(nnc3-c3ccccc3)SC2)cc1	103	104	100	109	120	110	111	96
COc1c(F)ccc(C(=O)Nc2ccc3nc(NC(=O)C4CCCN(S(=O)(=O)c5cccc(Br)c5)C4)sc3c2)c1F (centres undefined)	52	91	60	98	107	49	90	56
CN=C(N)N/N=C(\C)c1ccc2c(c1)Cc1cc(/C(C)=N/NC(N)=NC)ccc1-2	-1.6*	-60*	-7.3*	-91*	-83*	-11*	-3.3*	-23*
Cc1cccc(/C=C/c2c(C(=O)c3ccccc3)c(=O)[nH]c3ccccc23)c1	98	110	96	105	78	103	111	.
COC(=O)c1ccc(C)nc1	106	108	87	107	101	98	103	93
OC1C(O)C(O)C(O)C(O)C1O (centres undefined)	102&101	109&104	97&102	95&111	116&103	111&98	108&96	104
O=C(Cc1n[nH]c(=S)nc1CC(=O)c1ccccc1)c1ccccc1	98	108	101	134	116	101	100	.
COc1ccc(/C=C2\Oc3ccc(O)c(O)c3C2=O)cc1	115	102	96	98	98	100	103	.
COc1cc(C)ccc1Cl	102	97	105	101	114	106	96	110
O=C1OCC/C1=C\NCCCN/C=C1\CCOC1=O	97	103	89	99	109	88	98	89
CCOC(=O)c1c(O)cc(-c2ccc(Cl)cc2)cc1-c1sc(N(C)Cc2ccccc2)nc1Cl	96	99	101	108	108	92	100	96
CC(C)(C)CC(C)(C)Nc1c(-c2cccnc2)nc2cnccn12	88	103	98	92	101	96	101	95
O=C(NC1CCCCC1)C1=NCCCCN1	105	102	100	99	99	96	106	103
OCCN/N=C/c1ccncc1	109	106	.	119	101	97	107	99
CC1Cc2ccccc2N1 (centres undefined)	81	110	104	115	98	97	86	102
N#Cc1c(-c2ccc(F)cc2)nc(SCc2nc3ccccc3[nH]2)nc1N1CCOCC1	73	102	82	83	87	69	95	101
COc1ccc(-n2ncc3c2CCc2cc(S(=O)(=O)c4ccccc4)c(OC)nc2-3)cc1	42	70	54	46	93	40	71	45
NCCNc1nc2ccc(F)cc2c2c(=O)c3cc(F)ccc3sc12	7.7*	13	-44*	45	57	5.5*	21	.
N=C(N)S(=O)O	104	104	108	83	92	100	98	94
CC1=C(c2cc(-c3ccc(N(C)C)cc3)c(C#N)c(N)n2)C(c2ccccc2)NC(=S)N1 (centres undefined)	97	102	104	108	102	109	84	107
Cc1nn2c(-c3nc4cc(Cl)c(Cl)cc4[nH]3)c(-c3ccccc3)nc2s1	86	97	74	84	60	83	94	73
CC1(C)CC[C@]2(C(=O)N3CCNCC3)CC[C@]3(C)C(=CC[C@@H]4[C@@]5(C)CC[C@H](OC(=O)c6cccnc6)C(C)(C)[C@@H]5CC[C@]43C)[C@@H]2C1	108	94	94	111	97	100	100	124
NS(=O)(=O)c1ccc(CCn2c(SCC(=O)c3ccc(Br)cc3)nc3ccccc3c2=O)cc1	93	98	.	105	99	104	94	103
CN1CCc2c(sc3ncnc(N/N=C/c4ccc5ccccc5c4)c23)C1	43	73	14	42	82	64	41	9.6*
COc1ccc([C@H]2[C@H](C(=O)Nc3ccccn3)c3ccccc3C(=O)N2c2ccc(OC)cc2)cc1	61	73	76	68	85	70	91	43
COc1cc(OC)c(S(=O)(=O)NNC(=O)c2ccncc2)cc1C(=O)/C=C/c1ccc2c(c1)OCO2	90	96	63	50	122	73	60	49
COC(=O)CSc1ccc(Cl)cc1	.	107	90	126	107	89	.	78
COc1ccc2c(c1)C(Sc1ccc(Br)cc1)c1c(nc(N)c(C#N)c1N)O2 (centres undefined)	87	88	69	97	94	55	9.6*	46
CCOC(=O)CSc1nc(-c2cc(OC)ccc2OC)cc(-c2ccc(OC)cc2)c1C#N	.	87	106	93	.	77	.	70
Cc1ccc(C2(SCC(N)C(=O)O)c3ccccc3-c3ccccc32)cc1 (centres undefined)	96	96	109	94	105	99	92	105
CNC(=O)c1ccccc1Nc1nc(Nc2cc(OC)c(OC)c(OC)c2)ncc1Br	42	6.5*	8.0*	-47*	-33*	66	71	6.3*
Cc1cc(N2CCN(CC(=O)Nc3ccc4c(ccn4C)c3)CC2)nc(N2CCOCC2)n1	104	105	104	103	85	104	85	134
NC(=O)c1ccc(OCc2ccccc2)nc1	97	99	.	100	106	107	91	124
CCOC(=O)CC1CSC(N/N=C/c2ccccc2)=N1 (centres undefined)	110	106	97	103	99	109	105	100
Oc1ccccc1-c1nc(-c2cccs2)no1	88	113	97	45	89	99	92	.
CC(C)c1ccc(/C=C/C=O)cc1	111	104	97	93	89	102	93	118

Among those listed so far, these have an aryl thioether with sulfur outside any ring:
SMILES	RPMI-8226	MDA-MB-435	K-562	MDA-MB-468	HOP-62	MOLT-4	CCRF-CEM	SR
C#CCSc1ncnc2nc[nH]c12	118	106	99	107	105	95	122	100
N#Cc1c(-c2ccc(F)cc2)nc(SCc2nc3ccccc3[nH]2)nc1N1CCOCC1	73	102	82	83	87	69	95	101
NS(=O)(=O)c1ccc(CCn2c(SCC(=O)c3ccc(Br)cc3)nc3ccccc3c2=O)cc1	93	98	.	105	99	104	94	103
COC(=O)CSc1ccc(Cl)cc1	.	107	90	126	107	89	.	78
COc1ccc2c(c1)C(Sc1ccc(Br)cc1)c1c(nc(N)c(C#N)c1N)O2 (centres undefined)	87	88	69	97	94	55	9.6*	46
CCOC(=O)CSc1nc(-c2cc(OC)ccc2OC)cc(-c2ccc(OC)cc2)c1C#N	.	87	106	93	.	77	.	70

Five of the compounds above, with bars between the fields.
Structure | RPMI-8226 | MDA-MB-435 | K-562 | MDA-MB-468 | HOP-62 | MOLT-4 | CCRF-CEM | SR
CCOC(=O)CC1CSC(N/N=C/c2ccccc2)=N1 (centres undefined) | 110 | 106 | 97 | 103 | 99 | 109 | 105 | 100
CN1CCc2c(sc3ncnc(N/N=C/c4ccc5ccccc5c4)c23)C1 | 43 | 73 | 14 | 42 | 82 | 64 | 41 | 9.6*
CCOC(=O)CSc1nc(-c2cc(OC)ccc2OC)cc(-c2ccc(OC)cc2)c1C#N | . | 87 | 106 | 93 | . | 77 | . | 70
Oc1ccccc1-c1nc(-c2cccs2)no1 | 88 | 113 | 97 | 45 | 89 | 99 | 92 | .
NC(=O)c1ccc(OCc2ccccc2)nc1 | 97 | 99 | . | 100 | 106 | 107 | 91 | 124

Later entries.
SMILES	RPMI-8226	MDA-MB-435	K-562	MDA-MB-468	HOP-62	MOLT-4	CCRF-CEM	SR
NC(=O)c1ccc[n+](Cc2c[nH]c(=O)[nH]c2=O)c1	99	119	108	112	100	111	106	100
O=Cc1ccccc1OCC(=O)O	49	88	.	77	104	109	52	116
O=C(CSc1nccc(Nc2ccc(S(=O)(=O)Nc3nccs3)cc2)n1)c1ccccc1	117	105	115	97	108	111	118	110
ClC1(Cl)C2CCCCCCC21 (centres undefined)	106	104	98	118	108	109	109	108
Cc1c(C(=O)NCCc2ccc(N3CCC[C@H]3C)cc2)[nH]c2ccc(Cl)cc2c1=O	50	75	45	26	81	79	71	63
C#CCn1cc(C=C2C(=O)NC(=O)NC2=O)c2cc(Cl)ccc21	70	88	83	42	95	78	82	.
CCCS(=O)(=O)Nc1ccc(F)c(C(=O)c2c[nH]c3ncc(-c4ccc(OCCCC5CCCCN5)nc4)cc23)c1F (centres undefined)	64	26	30	70	65	43	56	43
CCCCCCCCCCC[C@@H](C[C@H]1OC(=O)[C@H]1CCCCCC)OC(=O)[C@@H](CC(C)C)NC=O	0.9*	69	45	101	72	13	28	.
CC(=O)n1cc(-c2c[nH]c3ccccc23)c(-c2ccc(Br)cc2)n1	82	78	58	73	58	51	52	73
COC(=O)c1cc(OC)c(OC)cc1NC(=O)c1ccoc1COc1ccccc1	93	102	97	116	105	96	93	95
CC1(C)CC(=O)C=C(N2CCC(CCCC3CCN(C4=CC(=O)CC(C)(C)C4)CC3)CC2)C1	66	82	42	43	78	77	42	52
COc1cccc(C(=O)Cn2cc(/C=C(\C#N)S(=O)(=O)c3ccccc3)c3ccccc32)c1	72	113	79	104	83	103	.	99
C#CCOc1cc(N(CC)CC)ccc1C(C(=O)NC(C)(C)C)N(C(=O)C1CCc2cc(F)ccc2O1)c1ccc(F)cc1 (centres undefined)	25	54	24	33	70	9.6*	40	27
CCN(CC)c1ccn(CC(=O)N[C@@H](CC(C)C)B(O)O)c(=O)c1	91	101	97	.	97	101	79	92

Screening data from PubChem BioAssay.
